Shn3 3UTR inh: inhibitors of Schnurri-3 3'UTR reporter in osteoblasts; Clone20 osteoblast Shn3 3'UTR firefly luciferase, 24 h; inhibition, % at 12.5 µM; hit rate 0.52% among 360,000; AID 588674;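 active means mean inhibition of at least 75% with every replicate also reaching 75%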;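 further: 0% = median of neutral control wells and 100% = pilot-screen positive control compound; some compounds past the cut are filed as inactive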
NR2E3 ag-1: agonists of human NR2E3 nuclear receptor; Q9Y5X4; CHO-S Gal4-NCOR/VP16-NR2E3 two-hybrid, luciferase; inhibition of corepressor binding, % at 3.98 µM; hit rate 0.35% among 360,000; AID 602229;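 active means inhibition above the mean of all tested compounds plus 3 SD, cut at about 70% in these data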;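 further: 0% = DMSO with NR2E3 transfected cells and 100% = cells lacking NR2E3 construct; higher means lower luciferase signal from less NR2E3 corepressor binding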
Target sequence (Q9Y5X4 whole entry, looked up, the tested form may be a part): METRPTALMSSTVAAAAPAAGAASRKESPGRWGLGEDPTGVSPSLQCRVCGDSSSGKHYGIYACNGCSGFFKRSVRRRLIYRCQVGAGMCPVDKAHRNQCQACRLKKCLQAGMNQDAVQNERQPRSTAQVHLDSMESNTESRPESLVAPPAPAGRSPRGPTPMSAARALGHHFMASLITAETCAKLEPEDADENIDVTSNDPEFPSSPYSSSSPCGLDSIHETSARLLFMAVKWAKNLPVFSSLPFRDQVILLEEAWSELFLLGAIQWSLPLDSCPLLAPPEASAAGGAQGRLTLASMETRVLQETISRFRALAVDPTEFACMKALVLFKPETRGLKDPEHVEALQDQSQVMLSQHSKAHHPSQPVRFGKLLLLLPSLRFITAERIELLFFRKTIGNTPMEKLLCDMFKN
iPSC survival up: enhancers of human iPSC single-cell survival | survival enhancement, % at 20 µM | hiPSC single-cell survival, ATPlite luminescence; 100% = ROCK inhibitor wells, 0% = DMSO | hit rate 0.044% among 360,000 | AID 602274; in the data active means survival enhancement above about 18%;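 further: cells exposed to compounds for 16 hours before the ATP read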
HIF-2a inh: HIF-2a inhibition; 786-0 RCC cells HIF-2a reporter, luciferase luminescence, overnight; inhibition, % at 18.8 µM; hit rate 0.72% among 360,000; AID 624352;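 active means inhibition of the luminescence signal of 40% or more relative to plate controls, in a single-dose primary screen at 18.75 µM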
C8 TRAIL sens: sensitizes caspase-8 expressing cells to TRAIL; NB7+C8 cells + TRAIL, ATPlite viability luminescence; inhibition (viability loss, TRAIL sensitization), % at 10 µM; hit rate 1% among 360,000;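 active means compounds causing at least 50% loss of cell viability in the single-dose screen, relative to plate controls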
NR2E3 ag-2: agonists of human nuclear receptor NR2E3 | Q9Y5X4 | GST-NR2E3/biotin-RetCOR TR-FRET, 1536-well | inhibition of corepressor binding, % at 4.78 µM | hit rate 0.12% among 320,000 | AID 2300;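 active means percent inhibition above the cutoff of mean plus 3 SD of all tested compounds, set per screening campaign, cut at about 20% in these data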;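 further: 0% = DMSO wells and 100% = biotin wells as full block of FRET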
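Material: NR2E3–RetCOR corepressor complex / Amount: 1.35 nM GST-NR2E3 / Medium: Tris pH 7.5 / Compound: single nominal compound dose of 4.8 µM / Incubation: 5 h at 4 °C / Technique: TR-FRET, Eu(K)-anti-GST donor, streptavidin-D2 acceptor, ex 340, em 617/671 nm / Read-out basis: percent loss of FRET ratio relative to control wells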
TRPM1 prom inh: reduces MITF-dependent TRPM1 promoter luciferase signal; AID 488899; SK-MEL-5 TRPM1 promoter luciferase, 24 h; inhibition, % at 12.5 µM; hit rate 0.83% among 330,000;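 active means mean inhibition across replicates of 60% or more, whatever share of single replicates reaches that level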; further: values of inactives mirror those of a sister screen read the other way
LMP1 NFkB inh: Epstein-Barr LMP1 NF-kappaB reporter inhibition; inhibition, % at 12.5 µM; LMP1-induced NF-kappaB luciferase reporter cells, luminescence; hit rate 0.69% among 350,000; in the data active means inhibition above about 41%;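 further: 0% = neutral control wells and 100% = reference inhibitor control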
CF NFkB inh: inhibitors of cystic fibrosis induced NF-kB; inhibition, % at 5 µM; KKLEB NF-kB-GFP reporter, PAF-induced, GFP fluorescence overnight; hit rate 0.86% among 360,000;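 active means at least 50% inhibition at 5 µM, scaled per plate between neutral and stimulator controls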;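 further: PAF is a Pseudomonas aeruginosa culture filtrate used as stimulus; plate controls were PAF-stimulated DMSO wells for no effect and unstimulated DMSO wells for full effect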
KKLEB tox: reduces viability of KKLEB cystic fibrosis airway cells; KKLEB CF airway cells viability, ATPlite luminescence, overnight; hits give low values; cells stimulated with P. aeruginosa culture filtrate; activity change (cytotoxicity), % at 5 µM; hit rate 0.36% among 360,000; AID 602141;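 active means corrected activity change at or below -50% at 5 µM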
Peg3 promoter: inhibitors of Peg3 promoter; HeLa PEG-Prom luciferase reporter, luminescence, overnight; inhibition, % at 20 µM; hit rate 1.7% among 360,000;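 active means inhibition of at least 50% at 20 µM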
Starred values were filed as active, the others as inactive; . = no result given. Some of the compounds tested. The share of hits here may be higher or lower than overall.

compound	CF NFkB inh	Shn3 3UTR inh	NR2E3 ag-2	KKLEB tox	Peg3 promoter	TRPM1 prom inh	NR2E3 ag-1	C8 TRAIL sens	LMP1 NFkB inh	HIF-2a inh	iPSC survival up
CSCc1c(C(=O)NCCc2ccccn2)oc2ccccc12	4	-15	2	13	-1	5	-20	-6	-2	-17	0.0
O=C(c1cc2ccccc2o1)N1CCN=C1SCc1cccnc1	33	-25	-2	2	-83	-18	-8	10	-4	-96	9.9
Cc1ccc(-n2c(SCC(=O)N3CC(=O)Nc4ccccc43)nc3ccccc3c2=O)cc1C	-6	16	-1	13	15	-17	-20	-10	-7	22	2.1
Cc1[nH]c2ccc(C(=O)OC(C)C(=O)N(C)C3CCCCC3)cc2c1C (stereo unspecified)	-10	20	.	10	5	-2	-6	-3	4	0	-0.2
CC(=O)Nc1ccc(S(=O)(=O)NCC(=O)OCc2cc(=O)oc3ccc4ccccc4c23)cc1	-51	-21	0	3	10	-8	-8	12	2	6	-1.5
C=CCN1C(=O)C2(C(C(=O)c3ccc(C)o3)=C(O)C(=O)N2CCCN2CCOCC2)c2ccccc21 (stereo unspecified)	-4	-4	5	-28	9	-9	-2	-11	-1	17	-3.6
CC(=O)OC[C@]1(OC(C)=O)C[C@@]23CC[C@H]4[C@@](C)(CCC[C@@]4(C)C(=O)O)[C@@H]2CC[C@@H]1C3	-22	13	2	4	-4	0	-32	5	0	7	3.3
CC(C)C(=O)NC(=S)Nc1ccccc1C(F)(F)F	-7	8	-3	-5	-1	-4	-27	-6	10	-7	-0.2
COc1cc(C(=O)NC2CCCCC2)ccc1OCc1ccc(Cl)cc1Cl	32	11	1	-48	35	4	6	5	6	13	-2.3
CCCOc1ccc(/C=C/C(=O)Nc2ccc([N+](=O)[O-])cc2C)cc1	-15	1	1	1	5	-8	-15	23	8	-8	-3.8
COc1cc(OC)cc(C(=O)Nc2cccc3c2CCCC3)c1	12	17	2	-2	15	6	-15	10	4	30	-0.6
CCCCOc1ccc(C(=O)N2CCCC2C(=O)O)cc1 (stereo unspecified)	-5	1	-3	0	14	-5	-3	0	-7	18	7.1
CCn1ccnc1CNC(=O)c1ccc2oc(C(C)C)nc2c1	-9	-5	-1	-2	-5	4	-2	-23	-2	-21	-0.5
O=C(COC(=O)CCN1C(=O)C2CC=CCC2C1=O)NCCc1ccc(F)cc1 (stereo unspecified)	-42	-3	3	22	-7	6	-1	-11	2	-2	-0.2
COCc1cc(=O)n2[nH]c(-c3ccco3)cc2n1	-3	-2	1	1	4	-9	-15	-6	1	16	0.4
COc1ccc(OC)c(NC(=O)NCc2ccc(F)cc2)c1	0	7	0	-11	-6	3	-4	-5	7	-4	-1.5
Cc1ccc(CNC(=O)CCc2c(C)[nH]c(=O)c(C#N)c2C)cc1	14	5	-1	-1	9	5	-23	-1	4	5	-0.6
O=C(COC(=O)c1cc(-c2cccs2)nc2ccccc12)NCc1ccco1	-40	1	2	2	2	2	8	-3	4	5	-1.6
Cc1ccc2c(c1)C1(SCCS1)C(=O)N2	-16	11	1	-1	12	18	-41	1	-5	9	-0.5
O=C(COC(=O)c1ccco1)Nc1ccc(Br)cc1	7	-1	-1	-2	-3	0	-12	-1	-1	8	-1.6
O=c1oc(-c2ccccc2)nc2c1cnn2-c1ccccc1	-6	8	1	-2	7	20	-24	-5	2	15	0.5
COc1ccc(N2CCN(S(=O)(=O)c3c(C)[nH]c(C)c3C(=O)N3CCCC3)CC2)cc1	-23	-12	-4	3	4	-7	10	6	-1	6	1.0
Cc1ccc(NC(=O)CS(=O)CC(=O)N(C(C)C(=O)NC2CCCCC2)C(C)(C)C)cc1 (stereo unspecified)	-2	-3	1	4	10	6	2	0	0	20	0.3
O=C(Nc1nccs1)c1cn(-c2ccccc2)nc1-c1ccncc1	14	8	3	-30	20	-27	-3	-11	-6	12	-1.5
Cn1c(N)c(C(=O)COC(=O)c2ccccc2C(F)(F)F)c(=O)n(C)c1=O	11	-9	.	12	5	0	-15	-7	-6	5	0.7
CCCCOC(=S)NC(=O)c1sc2ccccc2c1Cl	3	-1	11	6	-8	2	-1	-4	1	-63	3.9
Cc1cc(C)n2c(SCC(=O)Nc3c(C)n(C)n(-c4ccccc4)c3=O)nnc2n1	-3	5	1	2	-13	14	-9	-20	-7	-2	1.0
O=S(=O)(c1cnc[nH]1)N1CCc2ccccc21	2	4	1	-1	4	15	-16	0	-8	-3	-1.3
CN(CC(=O)Nc1ccc(F)cc1)C(=O)COC(=O)CN1C(=O)NC2(CCCC2)C1=O	24	9	2	-1	-3	2	6	-7	-1	5	-0.4
CCOCCOC(=O)C1=C(C)N(C)C(=O)NC1c1ccccc1Cl (stereo unspecified)	0	2	0	-2	19	0	2	-1	3	5	-1.7
CC1CCCC(N2C(=O)NC(NC(=O)c3ccco3)(C(F)(F)F)C2=O)C1C (stereo unspecified)	7	-6	-3	-6	-76	8	-12	31	1	-54	-2.8
CCCCn1c(N)c(N(CCC(C)C)C(=O)C2=COCCO2)c(=O)[nH]c1=O	6	-25	-4	20	3	-1	-4	-9	4	11	-0.4
Cc1sc2ncnc(N3CCC(C(=O)NCC(=O)Nc4ccc(F)c(F)c4)CC3)c2c1C	36	42	0	-23	26	16	-16	27	9	22	0.7
Cc1cc(C)nc(NS(=O)(=O)c2ccc(NC(=O)CN3C(=O)C4CC=CCC4C3=O)cc2)n1 (stereo unspecified)	9	-22	0	0	0	3	-18	3	-7	10	4.0
COc1ccc(-c2noc(C3CCCN(S(=O)(=O)c4cccc(Cl)c4)C3)n2)cc1OC (stereo unspecified)	4	58	3	4	19	-11	-11	8	9	11	-0.7
Cc1cccnc1NC(=O)NC(=O)c1ccc(C(C)(C)C)s1	15	-29	3	-12	-225	-78	-9	14	-15	-231	0.2
COc1ccc(N(C)C(=O)Cc2c(C(=O)O)[nH]c3ccccc23)cc1	12	13	2	1	-3	5	-23	2	-3	14	-0.3
COC(=O)C1=C(C)N(c2cccc(Cl)c2)C(=O)C1	12	-20	0	1	2	1	-3	-17	0	21	-2.9
CCc1c(C)sc(NC(=O)c2cc(CC(C)C)on2)c1C#N	-1	-10	3	3	-17	.	-8	-3	0	-80	0.5
CCOc1ccccc1CSc1nc2ccccc2[nH]1	-12	-11	0	-4	-56	13	-32	3	-1	-67	-1.3
Cc1ccc(S(=O)(=O)N(CC(=O)NCc2ccccn2)c2ccc(Cl)cc2)cc1	22	-2	3	-13	13	4	24	0	-5	15	1.7
CC1(c2cccc(Br)c2)NC(=O)N(CC(=O)NCCC2=CCCCC2)C1=O (stereo unspecified)	-37	6	.	22	9	.	3	1	2	6	-1.2
CCOc1ncccc1C(=O)Nc1cccc(S(=O)(=O)N2CCOCC2)c1	-13	-5	.	5	-11	-9	-5	-6	4	2	-2.7
COc1ccc(S(=O)(=O)Nc2cccnc2)cc1	1	2	-1	-1	1	-2	15	9	-1	17	0.1
CCOc1ccc(S(=O)(=O)NCc2cccnc2)c2ccccc12	1	2	4	-9	-33	15	0	3	1	12	-0.6
COc1ccc(S(=O)(=O)N2CCN(C(=O)c3ccccn3)CC2)cc1	18	1	.	-1	0	0	11	-16	2	2	-0.4
CCCNC(=O)C1(C)CCN(Cc2ccc(Oc3ccccc3)cc2)C1 (stereo unspecified)	-14	25	.	14	-1	.	-3	-4	.	6	-0.8
Cc1cc(C)c(Cn2c(=O)[nH][nH]c2=O)cc1Cn1c(=O)[nH][nH]c1=O	8	-16	.	-7	-15	.	-11	-8	-4	1	12
CS(=O)(=O)c1ccc2nc(NC(=O)C3C4C=CC(C4)C3C(=O)O)sc2c1 (stereo unspecified)	-10	2	-1	0	4	-14	4	-10	-5	20	-2.7
CC(C)(C)C(=O)N/C(N)=N/c1nc2ccccc2o1	-13	-6	1	-9	-288	-87	-73	43	-36	-273	0.7
CC(NC(=O)c1ccccc1F)c1cccc2ccccc12 (stereo unspecified)	-12	15	2	13	-15	9	-20	11	3	-3	-0.6

Screening results as filed in PubChem BioAssay.
